Source: PubChem
PI5P4Ka inh – inhibitors of human PI5P4K alpha; PI5P4Kalpha enzyme, ADP-Glo luminescence, 60 min; active compounds read low; max response, %; actives 1.2% (n = 330,000); AID 652105; active means max response of -50% or lower; inconclusive means between -30% and -50%; inactive means -30% or higher; further: value at the top dose of about 77 µM; on the % scale 0 is the no-effect control and ±100 the full control effect
Target sequence (P48426 whole entry, looked up): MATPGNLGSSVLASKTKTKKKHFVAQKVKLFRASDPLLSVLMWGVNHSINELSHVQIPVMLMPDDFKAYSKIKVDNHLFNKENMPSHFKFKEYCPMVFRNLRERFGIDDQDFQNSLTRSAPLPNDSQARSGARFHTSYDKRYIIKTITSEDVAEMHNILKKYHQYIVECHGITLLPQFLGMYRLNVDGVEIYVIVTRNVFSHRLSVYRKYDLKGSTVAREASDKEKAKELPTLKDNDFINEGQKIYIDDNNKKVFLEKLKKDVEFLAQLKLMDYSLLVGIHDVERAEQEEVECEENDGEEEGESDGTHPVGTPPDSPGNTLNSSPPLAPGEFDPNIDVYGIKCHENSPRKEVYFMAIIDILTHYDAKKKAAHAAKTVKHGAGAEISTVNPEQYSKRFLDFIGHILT
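PI5P4Kalpha ADP-Glo assay; 5 microM ATP final; 60 min RT reaction; HEPES pH 7.4/EGTA/CHAPS, 5% DMSO; controls lacking substrate or enzyme; luminescent end-point.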
IL2 activator – activators of IL-2; IL-2 activation reporter assay, cell-based qHTS; stimulated with anti-CD3/CD4/CD28 beads; in transgenic mouse T cells; activation, % (series mostly up to about 46 µM); actives 0.065% (n = 360,000); in the data active means activation above about 50%; inconclusive means mostly about 30% to 49%; further: 0% is about no effect
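Readout: EGFP and DsRed signals by fluorescent plate cytometry. Unstimulated transgenic mouse T cells received compound 60 min before antibody-bead stimulation, then incubated 18 h at 37 degrees C.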
PLK1 PBD block – inhibitors of human PLK1 polo-box domain binding | P53350 | Plk1 PBD binding of FITC phosphopeptide, fluorescence polarization | Potency, µM, inactives show max response, negative = inhibition, actives largely listed as inhibitors | actives 2.8% (n = 360,000) | AID 720504; further: potency means the concentration at half of the fitted maximal effect; series mostly up to about 57 µM; on the % scale 0 is the no-effect control and ±100 the full control effect; nearly all actives have a fitted effect of over 65% in size
Target sequence (P53350 whole entry, looked up, the tested form may be a part): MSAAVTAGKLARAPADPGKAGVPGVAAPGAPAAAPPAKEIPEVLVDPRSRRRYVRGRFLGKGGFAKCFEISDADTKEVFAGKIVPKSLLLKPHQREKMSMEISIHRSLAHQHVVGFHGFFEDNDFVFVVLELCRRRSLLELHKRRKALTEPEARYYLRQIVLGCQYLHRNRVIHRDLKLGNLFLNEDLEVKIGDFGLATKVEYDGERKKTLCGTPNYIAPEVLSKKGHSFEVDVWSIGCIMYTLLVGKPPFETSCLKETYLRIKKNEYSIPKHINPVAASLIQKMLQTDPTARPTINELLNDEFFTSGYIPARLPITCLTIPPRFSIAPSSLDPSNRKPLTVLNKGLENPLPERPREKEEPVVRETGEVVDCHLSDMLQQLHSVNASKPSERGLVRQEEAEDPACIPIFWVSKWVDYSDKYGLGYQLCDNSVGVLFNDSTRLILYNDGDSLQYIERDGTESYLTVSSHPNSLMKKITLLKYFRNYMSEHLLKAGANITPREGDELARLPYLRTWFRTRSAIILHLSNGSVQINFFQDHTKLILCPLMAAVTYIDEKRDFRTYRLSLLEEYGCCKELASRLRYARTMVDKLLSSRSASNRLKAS
aSyn yeast inh – rescues yeast growth from alpha-synuclein toxicity | Potency, µM (titrated, usually from 46.1 µM), for the others: at the highest dose growth rescue (activation), most hits filed as activators | Yeast expressing alpha-synuclein, growth rescue, BacTiter-Glo, 24 h | actives 0.14% (n = 370,000); further: potency means the concentration at half of the fitted maximal effect; % of control where 0% means no effect; nearly all actives have a fitted effect of over 65% in size
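Screening used galactose-induced yeast with toxic alpha-synuclein levels, exposed to compound for 24 hr at 30 deg C. Cell growth, read with BacTiter-Glo luminescence, gave the measured signal.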
EPAC1 ag – activates human EPAC1 exchange factor. O95398. EPAC1 agonist qHTS, biochemical assay; response scale: 100% = response to 6.5 mM cAMP. Potency, µM (titrated, usually from 154 µM), inactives show at the highest dose activation, hits mostly activators. actives 0.073% (n = 360,000); further: potency means the concentration at half of the fitted maximal effect; nearly all actives have a fitted effect of over 60% in size
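Normalized to 6.5 mM cAMP, activity reflects EPAC1-catalysed release of BODIPY-GDP from Rap1B, followed kinetically over 30 min at 480 nm excitation, 540 nm emission. Reaction contained 100 nM EPAC1, 250 nM Rap1B-BODIPY-GDP, 50 uM GDP.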
EPAC1 antagonist – antagonists of human EPAC1; actives 0.14% (n = 360,000); EPAC1 GEF assay, Rap1b-BODIPY-GDP exchange fluorescence; Potency, µM (series often up to 115 µM), for inactives: top-dose activity change, negative = inhibition, most hits filed as inhibitors; O95398;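 further: potency means the concentration at half of the fitted maximal effect; plate controls were vehicle for no effect and positive control for full effect; nearly all actives have a fitted effect of over 50% in size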
Abeta yeast res – restores growth of yeast expressing A-beta42 peptide | yeast expressing A-beta42, growth rescue, OD600, 48 h; response scale: 0% DMSO, 100% iron-clioquinol control | actives 0.063% (n = 410,000) | Potency, µM (titrated, usually from 46.1 µM), inactives show at the highest dose growth rescue, most hits filed as activators; further: potency means the concentration at half of the fitted maximal effect; nearly all actives have a fitted effect of over 55% in size
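Growth rescue measured by 600 nm absorbance after 48 h yeast culture at 30 C with compound. Values normalized between DMSO and an equimolar ferric chloride plus clioquinol control.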
WRN helicase inh – WRN helicase (human) inhibition; Q14191; WRN helicase unwinding, fluorescent forked duplex, kinetic; Potency, µM (highest dose often 114 µM), for the others: top-dose activity change, negative = inhibition, actives largely listed as inhibitors; actives 0.46% (n = 360,000); AID 651768; further: potency means the concentration at half of the fitted maximal effect; on the % scale 0 is the no-effect control and ±100 the full control effect; nearly all actives have a fitted effect of over 55% in size
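Kinetic fluorescence helicase assay: unwinding of a quenched forked DNA duplex (100 nM final) with 2 mM ATP final raises red fluorescence (525/598 nm). Compounds sat 15 min at room temperature with 20 nM WRN beforehand.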
FUS suppressor – rescues growth of FUS-expressing yeast. S. cerevisiae FUS-expressing, growth rescue, OD600, 24 h. Potency, µM (series often up to 76.6 µM), for the others: at the top dose growth rescue (activation), hits mostly activators. actives 0.24% (n = 390,000). AID 1347120;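 further: potency means the concentration at half of the fitted maximal effect; plate controls were DMSO vehicle for no effect and reference control for full effect; nearly all actives have a fitted effect of over 55% in size; some results filed as inactive show a strong effect at the top dose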
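Compound concentration series was pinned onto galactose-induced FUS-expressing yeast seeded at OD 0.005. Plates sat 24hr at 30C; absorbance at 600 nm gave growth. DMSO served as background control.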
Numbers without * were called inactive; ? = inconclusive; . = not tested or not shown; [ ] = remark or other dose. Unless noted, the call rests on the fitted dose curve; in most records, active means well fitted curve in the direction sought with a large enough effect; inconclusive means small, poorly fitted or top-dose-only effect, or another doubt; inactive means no such curve, though single readings can be large; an effect the other way counts as inactive or inconclusive.

Values in the order: IL2 activator	EPAC1 ag	Abeta yeast res	PI5P4Ka inh	aSyn yeast inh	FUS suppressor	PLK1 PBD block	WRN helicase inh	EPAC1 antagonist
> O=c1oc(C2(O)CCCCC2)cc2ccccc12
  1.9	11%	2%	-1	3%	7%	-5%	-10%	8%
> Cc1cccc(C(=O)OCC(=O)c2ccc(CC(=O)N3CCOCC3)s2)c1C
  0.4	4%	-4%	-60*	5%	?	-11%	?	?
> COc1ccc(F)cc1S(=O)(=O)Nc1ccc(C)cc1
  -3.7	-1%	-13%[9.22 µM]	0	17%	-41%	-7%	-20%	-17%
> O=C(N1CCOCC1)N1CCCC(c2nc(-c3cccs3)no2)C1 (stereo not given)
  0.2	-5%	21%	.	4%	3%	0%	2%	6%
> CCOc1ccc(CNC(=O)C2CC(=O)N(C3CCCC3)C2)cc1OC (stereo not given)
  -1.5	0%	-3%	.	0%	0%	-3%	1%	7%
> O=C(COC(=O)c1ccccc1[N+](=O)[O-])c1ccc2c(c1)OCO2
  0.1	-10%	-14%	-20	-12%	6%	-6%	-26%	-10%
> COC(=O)c1csc(S(=O)(=O)N2CCCCC2)c1OC
  1.0	-13%	-5%	0	13%	22%	0%	6%	6%
> CCN(CC(=O)Nc1ccc(S(N)(=O)=O)cc1)S(=O)(=O)c1cc(C)ccc1OC
  -2.7	-8%	2%[9.22 µM]	2	2%	-38%	1%	-4%	-11%
> COc1ccccc1C(CCN(Cc1ccccc1)C(C)=O)c1ccco1 (stereo not given)
  -3.8	12%	-14%	1	2%	53%	-17%	-33%	-14%
> O=C(COc1ncnc2ccc(Br)cc12)NCc1ccco1
  -0.2	9%	1%	-2	-1%	18%	-2%	-3%	3%
> C=CCSc1nc2ccsc2c(=O)n1-c1cccnc1
  1.1	7%	1%	-5	-2%	0%	27µM*	12%[57.1 µM]	-8%
> COc1ccc(N2CC(NC(=O)NCC(C)C)CC2=O)cc1 (stereo not given)
  0.2	-7%	-4%	-4	-15%	-3%	3%	5%	9%
> Cc1ccc(NC(=O)CN2CCc3cc4c(cc3C2)OCCCO4)cc1C
  -2.4	5%	7%	5	6%	-2%	6%	-1%	-28%
> CCOC(=O)CSC1=C(C#N)C(c2ccc(C)o2)CC(=O)N1 (stereo not given)
  -2.3	1%	4%	-12	-6%	-25%	-11%	-6%	1%
> CC(C)(C)NC(=O)c1cccc2c1-c1ccccc1C2=O
  0.0	4%	-10%	6	-10%	-14%	-7%	-3%	8%
> CC1(C)CC2(C)OC2C2(C1)N=NC(=Nc1ccccc1)O2 (stereo not given)
  -0.7	7%	-24%	-2	3%	-8%	-22%	-1%	-8%
> COC(=O)c1ccc(CN2CCN(Cc3ccc(F)cc3)C(CCO)C2)cc1 (stereo not given)
  -3.3	-3%	2%	0	-2%	6%	-5%	-1%	-5%
> COc1ccccc1NC(=O)CSc1nnc(C)s1
  1.7	5%	-7%	1	4%	22%	-11%	-11%	-13%
> CC(c1ccon1)N(C)C(=O)CCc1nnc(CCCCc2ccccc2)o1 (stereo not given)
  -1.5	-8%	4%	3	-1%	18%	-2%	-1%	2%
> Cc1cc(CN(Nc2ccccc2)c2ccccc2)cc(C)n1
  -1.3	7%	6%	-2	5%	-2%	-4%	-3%	1%
> CCOC(=O)CC1COCCN1Cc1cn[nH]c1-c1ccc2c(c1)OCO2 (stereo not given)
  -0.3	-7%	-19%	1	1%	-20%	-11%	4%	9%
> Cc1ccccc1OCC(=O)N/N=C/c1c(C)nn(-c2ccccc2)c1Cl
  0.5	-1%	1%	3	?	-19%	0%	3%	14%
> N#Cc1cc2ccc(N3CCOCC3)cc2cc1C#N
  25	5%	9%	.	-2%	6%	-1%	-12%	10%
> O=C(c1ccncc1)c1ccc(Br)cc1
  0.4	-3%	1%	.	-4%	11%	-2%	1%	-2%
> Cc1onc(-c2ccccc2Cl)c1C(=O)OCC(=O)N1CCCCC1
  -1.0	4%	3%	-10	-3%	22%	-11%	6%	-12%
> COc1ccc(Nc2nc(-c3cccc([N+](=O)[O-])c3)nc3ccccc23)cc1
  1.0	12%	-14%	5	-4%	2%	-10%	-18%	-30%
> COc1ccc(OC)c(NC(=O)CCNS(=O)(=O)c2ccc3[nH]c(=O)oc3c2)c1
  0.2	3%	8%	-3	-1%	19%	-1%	3%[11.6 µM]	0%
> CSc1nc2c(c(=O)[nH]1)C(c1ccccc1)C1=C(CC(C)(C)CC1=O)N2 (stereo not given)
  -0.5	1%	-8%	-3	-3%	-18%	-3%	-1%[57.1 µM]	-9%
> O=C(O)CN=C1NC2(CCCCC2)Cc2ccccc21
  -2.3	-1%	-2%	.	1%	-18%	0%	4%	7%
> O=c1[nH]cnc2c1c(-c1ccccc1)cn2-c1ccccc1
  -0.2	-20%	12%	4	-1%	7%	4%	-3%	-20%

Part of the list above in order of length of the SMILES, descending:
Values in the order: IL2 activator	EPAC1 ag	Abeta yeast res	PI5P4Ka inh	aSyn yeast inh	FUS suppressor	PLK1 PBD block	WRN helicase inh	EPAC1 antagonist
> CCN(CC(=O)Nc1ccc(S(N)(=O)=O)cc1)S(=O)(=O)c1cc(C)ccc1OC
  -2.7	-8%	2%[9.22 µM]	2	2%	-38%	1%	-4%	-11%
> Cc1cc(CN(Nc2ccccc2)c2ccccc2)cc(C)n1
  -1.3	7%	6%	-2	5%	-2%	-4%	-3%	1%
> O=C(c1ccncc1)c1ccc(Br)cc1
  0.4	-3%	1%	.	-4%	11%	-2%	1%	-2%

Next part.
Values in the order: IL2 activator	EPAC1 ag	Abeta yeast res	PI5P4Ka inh	aSyn yeast inh	FUS suppressor	PLK1 PBD block	WRN helicase inh	EPAC1 antagonist
> Cc1ccc(NC(=S)Nc2ccc3[nH]c(=O)[nH]c3c2)cc1
  -1.0	-13%	22%	-18	-3%	4%	19µM*	1%	5%
> CNc1ncc(C(=O)C(C)(C)C)s1
  2.9	5%	-10%	10	-5%	9%	-4%	-4%	0%
> O=C(CS(=O)(=O)Cc1ccccc1)Nc1ccc(Br)cc1F
  -3.9	2%	1%	-2	0%	.	-1%	-29%	-1%
> Cc1cc2cc(C#N)c(N3CCN(S(C)(=O)=O)CC3)nc2cc1C
  2.2	1%	-6%	-6	0%	.	2%	-2%	-3%
> CC(=O)c1cccc(N=C2NC(=O)C(CO)(CO)S2)c1
  -0.6	-4%	-1%	7	-1%	10%	?	1%	-5%
> CCn1ncc(Cl)c1C(=O)Nc1ccncc1
  0.2	7%	-3%	.	-4%	5%	0%	-5%	4%
> CC(=O)OC[C@@H]1CN(Cc2cccc(C(F)(F)F)c2)C[C@H](n2cnc3c(N4CCOCC4)ncnc32)O1
  4.0	-7%	4%	2	10%	?	1%	-3%	-3%
> CS(=O)(=O)N(CC(=O)NCc1ccco1)c1cc(C(F)(F)F)ccc1Cl
  -0.4	2%	-1%	.	10%	-10%	-9%	6%	2%
> N#Cc1c2n(c3c(-c4ccccc4)ncnc13)CCC2
  -0.1	5%	6%	-2	-1%	-26%	3%	1%	-9%
> COc1ccccc1NS(=O)(=O)c1cccc(C(=O)NCC(c2ccccc2OC)N2CCCC2)c1 (stereo not given)
  -5.7	-1%	9%	8	-2%	5%	-4%	-4%	7%
> C=CCSC1=C(C#N)C(c2ccccc2C)CC(=O)N1 (stereo not given)
  0.0	8%	0%	-3	-10%	-15%	-21%	7%	-2%
> COc1ccc(-n2nnc3c(=O)n(CC(=O)N4CCC(C)CC4)cnc32)cc1
  -1.6	-5%	-11%	0	0%	-7%	-7%	-6%	14%
> CCC(NS(=O)(=O)c1ccc(C)cc1)C(=O)O (stereo not given)
  0.9	4%	11%	.	0%	17%	-20%	-12%	-1%
> N#Cc1ccccc1Cn1c(=O)n(Cc2ccc(C(=O)NCc3ccco3)cc2)c(=O)c2ccccc21
  -0.7	10%	23%	-6	0%	?	-15%	-13%	-1%
> CC1CN(C(=O)C2(C)CC2(Br)Br)CC(C)O1 (stereo not given)
  -1.4	4%	0%	-4	-6%	.	-21%	9%	-2%
> CCOC(=O)c1c(S(=O)(=O)N2CCCCC2C)c(C)n(C)c1C (stereo not given)
  -0.4	-2%	7%	6	-1%	-31%	-5%	7%	1%
> Cc1ccc(-c2csc(/C=C3/SC(C)C(=O)N3CC(=O)Nc3ccccc3F)n2)cc1 (stereo not given)
  -0.5	-1%	1%	-3	-12%	10%	-7%	11%	12%
> CC1=C(C(=O)N2CCOCC2)CC(CC(=O)NCc2ccco2)C(=O)N1Cc1ccc(F)cc1 (stereo not given)
  -1.2	1%	7%	-1	0%	-30%	-9%	12%	9%
> FC(F)(F)c1ccc(-n2ccnc2)nc1
  -1.1	1%	0%	6	1%	4%	-2%	-9%	-11%
> COc1ccccc1C(=O)Nc1nc(-c2ccc3c(c2)OCCO3)cs1
  0.3	9%	10%	0	0%	2%	-3%	6%	-11%
> CCCOc1ccc(C(F)(F)F)cc1NC(=O)CCc1c(C)noc1C
  -0.9	-1%	2%	2	4%[1.84 µM]	27%	-14%	-3%	-6%
> O=C(Nc1ccc(Cl)cc1)NC1(C(=O)NCCCN2CCOCC2)CCCCC1
  -0.2	3%	5%	5	0%	-6%	-17%	6%	-1%
> COc1ccccc1OCC(=O)NCC1CCCN(C(=O)c2ccccc2SC)C1 (stereo not given)
  -4.6	19%	15%	?	?	-4%	3.4µM*	2%	5%
> O=c1c(Cl)c(Nc2cccc(Cl)c2)cnn1-c1nc2ccccc2s1
  -0.8	3%	3%	0	4%	12%	-1%	-5%[57.1 µM]	28%
> CC(=O)Nc1ccc(S(=O)(=O)N(C)c2ccc(OCC(=O)OCC(=O)Nc3ccc(OC(F)F)cc3)cc2)cc1
  -2.8	0%	4%	-9	0%	?	-8%	-16%	5%
> Fc1ccc(-c2ccc(/C=N\n3cnnc3)o2)cc1Cl
  1.6	3%	-12%	2	-1%	28%	-17%	3%	5%
> Cc1ccccc1-c1ocnc1C(=O)Nc1ccccc1NC(=O)c1ccccn1
  -0.4	6%	4%	-3	2%	17%	2%	-5%	-18%
> Cc1nc(CC(=O)Nc2nccs2)cs1
  -2.9	3%	-6%	-4	-3%	8%	-1%	-2%	-18%
> O=C(CN1CCCCCC1)Nc1ccc(Br)cn1
  1.0	-3%	7%	-12	-5%	-2%	0%	-1%	3%
